# CD40 NFkB inh: CD40 pathway inhibition in BL2 cells; AID 1053188; inhibition, % at 10 µM; 83,000 compounds, 0.94% hits; BL2 NF-kB luciferase reporter, CD40L-induced, 4 h;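 active = mean inhibition of at least 50% with a set share of replicates also reaching that level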;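 also: 0% = neutral control wells and 100% = IKK inhibitor VII at 50 µM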
# Starred values were filed as active, the others as inactive; [ ] = remark or other dose. The list is partial; count on the stated rates, not on these rows.
SMILES	CD40 NFkB inh
CCCC(=O)N1CC2(C1)CN(CC1CC1)[C@@H](CO)c1[nH]c3cc(OC)ccc3c12	-6[25 µM]
Cc1cc(C)c2nc(N3CCC(C(=O)NCCN4CCOCC4)CC3)sc2c1	-16
Cc1cc(C(=O)Nc2cccc3ccccc23)n(-c2ccccc2)n1	3
Cc1nn(-c2ccccc2)c(C)c1C(=O)OCC(=O)Nc1ccccc1	-102
CCCC(=O)Nc1ccc2c(c1)OC[C@H](C)N(C(=O)c1cccnc1)C[C@H](C)[C@@H](OC)CN(C)C2=O	-6[25 µM]
Cc1nnc(SC(C)C(=O)NC2CCCCC2C)s1 (stereo not drawn)	10
COc1cccc(-c2cc(C(=O)NCc3ccco3)c3ccccc3n2)c1	-17
COc1ccc(CCn2c(NCCCN3CCOCC3)nc3c2c(=O)[nH]c(=O)n3C)cc1	6
COc1cccc(NC(=O)N(C)C[C@@H]2Oc3cc(-c4ccccc4OC)ccc3S(=O)(=O)N([C@@H](C)CO)C[C@H]2C)c1	-4[25 µM]
O=C(CSc1nc2[nH]ncc2c(=O)[nH]1)Nc1ccc(Cl)cc1	8
COc1cc(C(=O)N2CCc3ccccc32)ccc1OCc1c(C)noc1C	10
Cc1cc(C(F)(F)F)n2nc(C(=O)O)c(Cl)c2n1	8
CCOc1ccc(C(=O)Nc2cc(Cl)ccc2-n2cncn2)cc1OC	-18
O=C(COC(=O)c1ccccc1)Nc1cc(Cl)ccc1Oc1ccccc1	7
Cc1ccc(N(C(=O)Cn2nnc3ccccc32)C(C(=O)NC2CCCCC2)c2cn(C)nc2C)cc1 (stereo not drawn)	-17
CSc1c(C#N)c(N)c(C#N)c2c1COC(C)(C)C2	12
CC1Cc2ccccc2N1Cc1cc(=O)c(OCC(=O)Nc2ccccc2)co1 (stereo not drawn)	1
CCC(C)NC(=O)CNS(=O)(=O)c1ccc(C)cc1 (stereo not drawn)	3
CCOC(=O)Oc1ccc2c(=O)c(Oc3cccc(C)c3)coc2c1	-46
O=C(NC[C@@H]1[C@@H](c2ccccc2)[C@H](CO)N1C(=O)C1CCC1)NC1CCCC1	-12[25 µM]
CCCCOCCCNC(=O)c1ccc2c(c1)OCO2	4
CC(C)NC(=O)N1C[C@H]2[C@@H](c3ccccc31)[C@@H](CO)N2C(=O)c1ccc(F)cc1	10[25 µM]
CN1C[C@@H]2[C@H](c3ccccc31)[C@H](CO)N2C(=O)c1ccccn1	-8[25 µM]
CN(C)S(=O)(=O)c1ccc(NC(=O)CSc2nnc(-c3ccco3)n2N)cc1	-1

# Single entries from above.
# CD40 NFkB inh result of `COc1ccc(CCn2c(NCCCN3CCOCC3)nc3c2c(=O)[nH]c(=O)n3C)cc1` = 6
# CD40 NFkB inh result of `CN(C)S(=O)(=O)c1ccc(NC(=O)CSc2nnc(-c3ccco3)n2N)cc1` = -1

# Other compounds:
SMILES	CD40 NFkB inh
CN(C(=O)COC(=O)c1ccc2c(c1)OCCO2)c1ccccc1	0
COc1cccc(CNC(=O)CCCn2ncn3c(cc4occc43)c2=O)c1	8
Clc1ccc2c(NCc3ccccn3)ncnc2c1	5
c1ccc(-c2nc(NCc3cccnc3)c3oc4ccccc4c3n2)cc1	-10
CCNC(=O)N(C(=O)NCC)n1c(C)nnc1C	10
Nc1nc(-c2ccc([N+](=O)[O-])cc2)cc(=O)[nH]1	-5
COC(=O)C=C1CCC2C3CCC4=CC(=O)CCC4(C)C3C(=O)CC12C (stereo not drawn)	-2
O=C1CC(NS(=O)(=O)c2cccnc2)CN1c1ccc(F)cc1 (stereo not drawn)	8
Cc1noc(C)c1NC(=O)Nc1ccc2c(c1)C(=O)N([C@@H](C)CO)C[C@H](C)[C@H](CN(C)S(=O)(=O)c1cccs1)OCCCC[C@@H](C)O2	-18[25 µM]
COc1ccccc1C(O)c1ncc(-c2ccc(Cl)cc2)[nH]1 (stereo not drawn)	-8
CSc1cccc(N2CC(C(=O)N(CC(C)C)c3c(N)n(Cc4ccccc4)c(=O)[nH]c3=O)CC2=O)c1 (stereo not drawn)	-26
COCC#Cc1ccc([C@@H]2[C@H]3CN(Cc4ccccc4F)CCCCN3[C@H]2CO)cc1	1[25 µM]
CN(C(=O)c1ccc(Cl)c([N+](=O)[O-])c1)C1(C)CCS(=O)(=O)C1 (stereo not drawn)	7
O=S1(=O)CCC(n2ncc3c2/C(=C/c2ccccc2)CC3)C1 (stereo not drawn)	3
CCc1csc(N2[C@H](C#N)[C@H](c3ccc(-c4cccc(F)c4)cc3)[C@H]2CO)n1	18
O=C(NCC[C@H]1CC[C@H](NS(=O)(=O)Cc2ccccc2)[C@H](CO)O1)C1CCCCC1	-8[25 µM]
CCCC/C(O)=C1\C(=O)CC(C)(C)CC1=Nc1ccc(N)cc1	8
CC(=O)Nc1ccc(NS(=O)(=O)c2cccc3ccccc23)cc1	2
Cc1cccc(Cc2cnc(NC(=O)C3=NCCN3)s2)c1	-4
O=C(Cc1cccnc1)N1CC(=O)N2[C@H](CO)[C@@H](c3ccc(C4=CCCCC4)cc3)[C@H]2C1	1[25 µM]
Cc1nnc(OCc2nc3ccccc3n2C)c2ccccc12	-45
Cc1ccccc1-c1nc(-c2ccc(NC(=O)c3ccc(Br)o3)cc2)no1	-69
O=C(C[C@H]1C[C@H]2c3cc(NC(=O)NC4CCCC4)ccc3O[C@H]2[C@H](CO)O1)NCc1ccccc1	4
C[C@H](CO)N1C[C@H](C)[C@@H](CN(C)Cc2ccncc2)OCc2ccccc2-c2c(n(C)c3ccccc23)C1=O	0
COc1ccc(NC(=O)Nc2cnccn2)cc1	-50
O=C(c1ccccc1)c1ccc2cc(O)ccc2c1	-98
O=C(COC(=O)CNC(=O)c1ccco1)Nc1ccc(F)cc1	12
COc1cccc(-c2ccc(C#N)c(OC(=O)c3ccc(Cl)cc3)n2)c1	4
COc1cccc(CC2CC(=O)N(c3ccc4c(C)cc(=O)oc4c3)C2=O)c1 (stereo not drawn)	8
O=S(=O)(c1ccc(F)cc1)N1CCCCN2[C@H](CO)[C@H](c3ccc(-c4cncnc4)cc3)[C@H]2C1	0[25 µM]
Cc1oc(-c2cccs2)nc1CN1CCN(C2CCCC2)C(CCO)C1 (stereo not drawn)	7
Cc1noc(NC(=O)c2ccc(Cl)cc2)c1Cl	-45
c1ccc(-c2ccc(C3=Nn4c(nnc4-c4ccncc4)SC3)cc2)cc1	15
Cc1ccc(S(=O)(=O)N2CCCCC2CCNC(=O)C(=O)NCCc2ccco2)cc1 (stereo not drawn)	-23
O=C(Oc1nsnc1N1CCOCC1)N1CCCCC1	13
CC1(C(=O)NC2CCCCC2)CCC(=O)N1Cc1cccnc1 (stereo not drawn)	8

# Rewritten with each value named: entries from further up
CC(C)NC(=O)N1C[C@H]2[C@@H](c3ccccc31)[C@@H](CO)N2C(=O)c1ccc(F)cc1
  CD40 NFkB inh: 10[25 µM]

CN1C[C@@H]2[C@H](c3ccccc31)[C@H](CO)N2C(=O)c1ccccn1
  CD40 NFkB inh: -8[25 µM]

CN(C)S(=O)(=O)c1ccc(NC(=O)CSc2nnc(-c3ccco3)n2N)cc1
  CD40 NFkB inh: -1

# The listing picks up with the three entries that preceded the break.
SMILES	CD40 NFkB inh
Cc1ccc(S(=O)(=O)N2CCCCC2CCNC(=O)C(=O)NCCc2ccco2)cc1 (stereo not drawn)	-23
O=C(Oc1nsnc1N1CCOCC1)N1CCCCC1	13
CC1(C(=O)NC2CCCCC2)CCC(=O)N1Cc1cccnc1 (stereo not drawn)	8
CC(=O)/C=C(\C)Nc1c(C)n(C)n(-c2ccccc2)c1=O	11
CCc1nnc(NC(=O)COC(=O)c2cc(OC)cc(OC)c2)s1	19
Cc1ccc(C)c(-c2nnc(NC(=O)COc3ccccc3)o2)c1	5
CCOC(=O)N1CCN(c2nc3ccc(C(=O)c4ccccc4)cc3n3cnnc23)CC1	-18
COc1ccc(NC(=O)C(NC(=O)Cc2cccs2)c2ccccc2)cc1 (stereo not drawn)	3
O=C(COC(=O)c1ccc(S(=O)(=O)N2CCCC2)cc1)Nc1cccnc1Cl	5
Cc1noc(C)c1COC(=O)c1cc(S(=O)(=O)N2CCOCC2)ccc1Cl	2
CC(C)N(C[C@H]1[C@@H](c2ccccc2)[C@H](CO)N1S(C)(=O)=O)C(=O)CN(C)C	-4[25 µM]
O=C(Cc1ccccc1)N1C[C@@H]2[C@H](c3ccccc31)[C@@H](CO)N2C(=O)c1ccc(F)cc1	1[25 µM]
O=C(Cc1ccc([N+](=O)[O-])cc1)N1CCCc2ccccc21	-19
CCOC(=O)NC1(NCC(C)C)Oc2ccccc2O1	11
CCOC(=O)C1(CCc2ccccc2)CCN(C(=O)CCc2cnn(C)c2)CC1	-2
CN1CC2=Cc3ccccc3OC23Oc2ccccc2C=C3C1	17
COc1cccc(NC(=O)Nc2ccc3c(c2)C(=O)N(C)C[C@H](OC)[C@H](C)CN[C@@H](C)CO3)c1	-11[25 µM]
Cc1ccc(C)c(NC(=O)CN(C)C(=O)[C@@H](NC(N)=O)C(C)C)c1	0
Cc1ccc(S(=O)(=O)N2CCCC2)cc1C(=O)NCCOc1ccccc1	6
CCCN(CC(=O)Nc1ccccc1C)C(=O)c1oc2ccc(OCC)cc2c1C	-3
COC(=O)CCCNC(=O)c1ccccn1	3
COc1ccc(S(=O)(=O)NCc2cccs2)cc1	-11
Cc1ccc(CCNC(=O)c2coc3nc4ccccc4nc23)cc1	3
CC(C)COc1ccc(N)cc1OCC(C)C	-3
CCCN(CCC)CCNS(=O)(=O)c1ccc2c(c1)oc(=O)n2C	-1
O=C(Nc1ccc(F)c(Cl)c1)c1cc(C2CCCN(S(=O)(=O)c3cccc4cccnc34)C2)on1 (stereo not drawn)	-16
COc1ccc(COC(=O)Nc2c(SC)nsc2SC)cc1	7
Cc1nn(C)c(C(=O)NNC(=O)Nc2cccc(C(F)(F)F)c2)c1Cl	18
CC(=O)OC[C@H]1COc2ccc3ccccc3c2[C@H]1N(C)C(C)=O	7
CCOc1ccc(-n2cnnn2)cc1S(=O)(=O)NCc1ccccc1	5
CC(C)CCn1c(=O)c2ccccc2n2c(CCC(=O)NCC3CCCO3)nnc12 (stereo not drawn)	14
COCC1CCCN(Cc2nc(-c3ccc4c(c3)OCO4)no2)C1 (stereo not drawn)	-63
CCn1c2ccccc2c2cc(NC(=O)CN3CCCC3)ccc21	-14
CCOc1cc(Cl)c(NC(=O)CC)cc1OCC	8
COc1ccc(-c2cccc(NC(=O)c3ccco3)c2)nn1	-10
CC(=O)N1[C@H](CO)[C@H](c2ccc(C3=CCCC3)cc2)[C@@H]1CNC(=O)CN(C)C	5
O=C(O)c1ccccc1NS(=O)(=O)c1ccc(NN=Cc2cccc(Cl)c2)c([N+](=O)[O-])c1	9
Cc1cc(OCCCC(=O)NCCc2nnc3ccccn23)ccc1Cl	-8
COc1cc(C(=O)OCC(=O)N2CCN(S(=O)(=O)c3ccc(C)cc3C)CC2)c([N+](=O)[O-])cc1OC	4
O=C(Cc1ccccc1)Nc1ccnn1C1CCN(Cc2nccs2)CC1	4
O=C(Nc1sc2c(c1C(=O)N1CCOCC1)CCCCC2)c1cccnc1	6
CCCS(=O)(=O)c1c(S(=O)(=O)CCC)c2c(N)cccn2c1C(=O)OC	-4
CCN1CCc2nc(N)sc2C1	11
COc1ccc(CCNC(=O)c2cccnc2)cc1	4
CC(C)NC(=O)N(C)C[C@H]1Oc2ccc(NS(C)(=O)=O)cc2C(=O)N(C)C[C@@H]1C	0
C/C=C/c1ccc([C@@H]2[C@@H](C#N)N(C(=O)Cc3ccccn3)[C@@H]2CO)cc1	7
CC(C)c1ccc(CC(=O)N2CCC2(C)C(=O)NCC(C)(C)C)cc1 (stereo not drawn)	9
O=C(c1cccs1)N1CCC(C(=O)N2CCN(Cc3ccc4c(c3)OCO4)CC2)CC1	10
CN(C(=O)CN1C(=O)NC(C)(CCc2ccccc2)C1=O)c1ccccc1 (stereo not drawn)	0
COc1cccc(OC)c1C(=O)NCCSC1CCCCC1	0
CC(OC(=O)Nc1ccccc1)C(=O)OC1CCCCC1 (stereo not drawn)	-12
C[C@@H]1CN([C@@H](C)CO)C(=O)CCCn2cc(nn2)CO[C@H]1CN(C)S(=O)(=O)c1ccc2ccccc2c1	1[25 µM]
CNC[C@@H]1Oc2ccc(NC(=O)NC(C)C)cc2C(=O)N(C)C[C@H]1C	4
CCOc1ccc(CCNC(=O)c2cccc(S(=O)(=O)N3CCN(C(C)=O)CC3)c2)cc1OCC	-1
CCn1cc(C(=O)O)c(=O)c2cc(F)c(N3CCN(S(=O)(=O)c4ccc5c(c4)OCCO5)CC3)cc21	27
Cc1cc(C)n(CC(=O)N/N=C/c2c[nH]c3ccccc23)n1	-19
O=C(c1ccc(N2CCCCC2)c([N+](=O)[O-])c1)N1CCOCC1	-4
Cc1ccccc1OCC(=O)NCCS(=O)(=O)N1CCN(c2ccc(F)cc2)CC1	-1
Cc1c(-c2ccccn2)c(=O)[nH]n1-c1ccc(F)cc1	1
CCOC(=O)c1c(N)nn(C(=O)c2ccccc2)c1-c1ccccc1	9
COc1ccccc1N1CCN(c2nnc(-c3ccc(F)cc3)c3ccccc23)CC1	6
COc1ccc2c3c([nH]c2c1)[C@H](CO)N(C(=O)Cc1ccccc1)CC31CCN(C)CC1	2[25 µM]
O=C(OCC(=O)N(CCc1ccccc1)Cc1ccccc1)c1cccc(S(=O)(=O)N2CCOCC2)c1	14
CCOc1ccc(NC(=O)c2ccccc2NC(=O)CN2CCCCCC2)cc1	-5
N#C[C@@H]1[C@@H](c2ccccc2C2=CCCCC2)[C@H](CO)N1C(=O)NC1CCCC1	41[25 µM]
